# From PubChem BioAssay
# KCNH2 3.1 block: qHTS for Inhibitors of KCHN2 3.1: Mutant qHTS; Potassium voltage-gated channel subfamily H member 2, brain isoform KCNH2 3.1 (human); U2OS KCNH2 3.1, thallium flux FluxOr; hits give low values; activity change, % (tested at about 1.8 µM); 0.95% of 340,000 active; AID 720553, 2013;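 active means maximum activity change below -70%; inconclusive means maximum activity change from -70% to -50%; inactive means maximum activity change above -50%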;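 further: thallium influx rate constant from kinetic fluorescence after stimulation buffer; on the % scale 0 is the no-effect control and ±100 the full control effect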
#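 Steps: virus added to U2OS suspension (4 h, RT, dark); medium with 10% FBS added, cells plated, 37 C overnight; FluxOr/Red40 loading buffer 45 min RT; stimulation buffer, 2 min kinetic read; rate constant normalized.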
# Giardia killer: Small Molecules that selectively kill Giardia lamblia: qHTS; Giardia lamblia trophozoite viability; activity change, % at 7.66 µM, hits read low; 0.15% of 340,000 active; in the data active means activity change below about -80%; inconclusive means between about -30% and that limit;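 further: parasites exposed to compound for two days anaerobically before the ATP read; on the % scale 0 is the no-effect control and ±100 the full control effect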
#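 Trophozoites 100 cells/well + cpd; 48 hrs, 37 deg C, anaerobic. ATPLite 1-Step added, 15-30 min RT, luminescence read (ATP-based viability).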
# uPA generation: qHTS for Inhibitors of Cell Surface uPA Generation | cell surface uPA generation assay, qHTS | Potency, µM (series often up to 38.3 µM), for the others: at the top dose activity change, negative = inhibition, actives largely listed as inhibitors | 0.31% of 330,000 active | AID 540303, 2011; active means well fitted inhibition curve with a large enough effect; inconclusive means small, poorly fitted or top-dose-only effect; inactive means no such curve, though single readings can be large or run the other way; tested in mouse RAW 264.7 cells; further: potency means the concentration at half of the fitted maximal effect; on the % scale 0 is the no-effect control and ±100 the full control effect; nearly all actives have a fitted effect of over 55% in size
# Coupling enz: qHTS Assay for Inhibitors of Fructose-1,6-bisphosphate Aldolase from Giardia Lamblia: Coupling assay counterscreen; coupling enzyme system counterscreen, AmpLite Red fluorescence; 0.67% of 290,000 active; activity change, negative = inhibition, % at 58.2 µM, hits read low; in the data active means activity change below about -30%; further: on the % scale 0 is the no-effect control and ±100 the full control effect
#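 Compounds tested against the coupling enzymes alone at 57.5 uM final; readout was AmpLite Red fluorescence (525/598 nm) after 20 min at RT.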
# Tb PFK inh: qHTS Assay to Find Inhibitors of T. brucei phosphofructokinase. 0.17% of 330,000 active. Potency, µM (doses to about 57.5 µM), for the others: at the highest dose activity, negative = inhibition, usual class: inhibitors. ATP-dependent 6-phosphofructokinase (Trypanosoma brucei brucei), O15648. T. brucei PFK, ADP-Glo luminescence. AID 485367, 2010;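 further: potency means the concentration at half of the fitted maximal effect; 0% = uninhibited 1x PFK enzyme wells and -100% = no-enzyme wells; nearly all actives have a fitted effect of over 60% in size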
# Target sequence (O15648 whole entry, looked up): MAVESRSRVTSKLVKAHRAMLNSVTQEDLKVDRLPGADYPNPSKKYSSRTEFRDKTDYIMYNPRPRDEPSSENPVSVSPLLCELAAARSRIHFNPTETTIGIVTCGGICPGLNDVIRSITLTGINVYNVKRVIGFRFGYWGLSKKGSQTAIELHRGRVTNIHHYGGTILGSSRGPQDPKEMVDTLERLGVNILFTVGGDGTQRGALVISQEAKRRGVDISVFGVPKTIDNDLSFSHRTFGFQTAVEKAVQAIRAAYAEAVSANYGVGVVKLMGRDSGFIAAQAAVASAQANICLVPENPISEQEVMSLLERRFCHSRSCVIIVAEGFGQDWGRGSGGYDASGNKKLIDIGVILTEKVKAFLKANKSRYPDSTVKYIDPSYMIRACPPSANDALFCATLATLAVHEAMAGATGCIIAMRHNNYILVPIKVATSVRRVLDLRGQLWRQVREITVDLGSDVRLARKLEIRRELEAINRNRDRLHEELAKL
#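 ADP-Glo luminescence quantified ADP after 45 min at room temperature, with 1.25 nM T. brucei PFK, 0.1 mM ATP and 0.5 mM fructose-6-phosphate in pH 8.0 TEA buffer. qHTS titrations up to 57 µM; curves classified by quality.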
# ELG1 genotox: qHTS screen for small molecules that induce genotoxicity in human embryonic kidney (HEK293T) cells expressing luciferase-tagged ELG1; HEK293T ELG1-luciferase reporter, luminescence, 16 h; Potency, µM (titrated, usually from 46 µM), for inactives: top-dose activity change, positive = activation, actives largely listed as activators; 1.3% of 330,000 active; AID 504466, 2011; further: potency means the concentration at half of the fitted maximal effect; % of control where 0% means no effect; nearly all actives have a fitted effect of over 60% in size
#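 HEK293T cells expressing luciferase-tagged ELG1 were treated with compound or DMSO for 16 hr at 37°C. Luciferase activity was then read after 30 min with ONE-Glo at room temperature; rising signal flags genetic stress.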
# NPC1 promoter act: qHTS Assay for NPC1 Promoter Activators. Huh7 NPC1 promoter luciferase reporter, 24 h. Potency, µM (series often up to 9.22 µM), without a hit: top-dose activation, most hits filed as activators. 2.4% of 320,000 active;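 further: potency means the concentration at half of the fitted maximal effect; % of control where 0% means no effect; nearly all actives have a fitted effect of over 60% in size; reporter is driven by a mutant NPC1 promoter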
#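 Compounds in DMSO were transferred onto Huh7 NPC1-luciferase reporter cells pre-incubated 2 h; after 24 h at 37 °C, Amplite reagent was dispensed and luminescence recorded 10 min later.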
# VP16 counter: VP16 counterscreen qHTS for inhibitors of ROR gamma transcriptional activity | Potency, µM (highest dose often 53.6 µM), for the others: at the top dose activity, negative = inhibition, most hits filed as inhibitors | 3.5% of 310,000 active | Drosophila S2 Gal4-VP16 UAS-luciferase, luminescence, 20 h | AID 2546, 2010;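 further: Gal4-VP16 expression switched on by copper sulfate through the metallothionein promoter; potency means the concentration at half of the fitted maximal effect; on the % scale 0 is the no-effect control and ±100 the full control effect; nearly all actives have a fitted effect of over 50% in size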
# RORgamma inh: qHTS for inhibitors of ROR gamma transcriptional activity; Nuclear receptor ROR-gamma (Mus musculus), P51450; Drosophila S2 Gal4-RORgamma UAS-luciferase reporter, 20 h; Potency, µM (highest dose often 53.6 µM), for inactives: at the highest dose activity change, negative = inhibition, most hits filed as inhibitors; 5.4% of 310,000 active; further: potency means the concentration at half of the fitted maximal effect; on the % scale 0 is the no-effect control and ±100 the full control effect; nearly all actives have a fitted effect of over 60% in size
# Target sequence (P51450 whole entry, looked up, the tested form may be a part): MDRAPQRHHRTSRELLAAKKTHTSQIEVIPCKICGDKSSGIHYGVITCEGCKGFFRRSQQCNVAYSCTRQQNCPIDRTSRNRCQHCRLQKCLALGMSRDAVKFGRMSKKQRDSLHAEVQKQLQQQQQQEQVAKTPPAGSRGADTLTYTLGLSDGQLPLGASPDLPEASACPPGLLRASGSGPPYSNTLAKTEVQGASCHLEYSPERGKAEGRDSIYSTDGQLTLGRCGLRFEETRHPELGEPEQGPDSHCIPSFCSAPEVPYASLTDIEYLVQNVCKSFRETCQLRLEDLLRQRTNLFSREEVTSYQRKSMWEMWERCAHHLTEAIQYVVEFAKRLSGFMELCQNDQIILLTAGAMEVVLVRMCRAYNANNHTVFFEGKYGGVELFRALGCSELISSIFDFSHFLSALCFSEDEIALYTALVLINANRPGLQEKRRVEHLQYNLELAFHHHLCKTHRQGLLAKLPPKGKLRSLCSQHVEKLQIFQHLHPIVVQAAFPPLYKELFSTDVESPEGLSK
#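 Luminescence from a UAS-regulated Photinus luciferase reporter in stably transfected Drosophila Schneider cells is measured; decreased signal marks ROR gamma inhibition. Fusion expression is induced by 700 uM copper sulfate for 20 hr.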
# Rab9 prom act: qHTS Assay for Rab9 Promoter Activators | Potency, µM (doses to about 9.22 µM), for the others: at the top dose activation, negative = inhibition, usual class: activators | 2.8% of 320,000 active | Huh7 Rab9 promoter-luciferase reporter, luminescence, 24 h; further: potency means the concentration at half of the fitted maximal effect; % of control where 0% means no effect; nearly all actives have a fitted effect of over 60% in size
#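 Huh7 cells stably carrying a Rab9 promoter-luciferase reporter, 1500 cells per well in OP-MEM I with 10% FBS, treated with compound 24 hours at 37C. Luciferase activity read by luminescence after 10 minutes with Amplite reagent.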
# FLuc modulator: qHTS profiling assay for firefly luciferase inhibitor/activator using purifed enzyme and Km concentrations of substrates (counterscreen for miR-21 project) | purified FLuc, Km substrates, luminescence inhibition | Potency, µM (series often up to 57.5 µM), without a hit: at the highest dose activity change, negative = inhibition, most hits filed as inhibitors | 6.9% of 360,000 active;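 further: potency means the concentration at half of the fitted maximal effect; plate controls were vehicle for no effect and reference inhibitor for full effect; nearly all actives have a fitted effect of over 55% in size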
#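 Purified P. pyralis luciferase, 10 nM final, with Km-level 10 uM D-luciferin and 10 uM ATP in 50 mM Tris acetate pH 7.5, 10 mM Mg acetate, 0.01% Tween-20, 0.05% BSA; 6-point qHTS titration about 60 µM downward; luminescence read.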
# * hit, by the source's call; ? = inconclusive; . = not tested or not shown; & = joins results of further samples; [ ] = another dose, or the depositor's remark. Unless noted, the call rests on the fitted dose curve; in most records, active means well fitted curve in the direction sought with a large enough effect; inconclusive means small, poorly fitted or top-dose-only effect, or another doubt; inactive means no such curve, though single readings can be large; an effect the other way counts as inactive or inconclusive.
entry	structure	KCNH2 3.1 block	Giardia killer	uPA generation	Coupling enz	Tb PFK inh	ELG1 genotox	NPC1 promoter act	VP16 counter	RORgamma inh	Rab9 prom act	FLuc modulator
1	Fc1ccc(CCN2CCN=C2Nc2ccccc2)cc1	.	11	1%	.	-1%	-2%	-1%	.	.	-3%	6%
2	CC(C)c1ccc(NC(=O)CCN2C(=O)[C@@H]3Cc4ccccc4CN3C2=O)cc1	-1	-7	-2%	.	1%	0%	-1%	-2%	2%	-4%	2%
3	C=CCN1C(=O)C(Cc2ccc(OCC)cc2)SC1=Nc1ccc(C(=O)O)cc1 (stereo not given)	-9	14	-4%	19	1%	3%	-1%	-6%	17%	-8%	7%
4	Cc1cc2nc3ccc(=[N+](C)C)cc-3sc2cc1N	-94*	39[activator]	?	-42*	-18%	-2%	12%	35µM*	?	14%	17µM*
5	CCOC(=O)C1CCN(C(=O)c2cccnc2Cl)CC1	-6	7	.	0	-2%	2%	-1%	2%	-1%	1%	6%
6	Cc1ccc(/C=C/c2nnc(-c3ccccc3)o2)cc1	-3	-6	1%	1	-1%	?	0.89µM*	?	-15%	1.1µM*	5.4µM*
7	N/C(=N\OC(=O)Cc1ccccc1)c1ccc(Br)cc1	0	-3	8%	2	-1%	2%	2%	0%	?	4%	?
8	O=C(O)C1CC=CCC1C(=O)NCCc1csc(-c2ccccc2)n1 (stereo not given)	-4	40[activator]	-2%	8	-1%	-1%	0%	5%	22%	-2%	1%
9	CC(=O)Nc1ccc(C(=O)CN2C(=O)NC3(CCOc4ccccc43)C2=O)c(F)c1 (stereo not given)	-5	12	6%	.	0%	0%	-1%	.	.	1%	16%
10	CC(OC(=O)Cc1ccc(Cl)cc1)C(=O)NCCC1=CCCCC1 (stereo not given)	5	-1	1%	1	-2%	-2%	2%	-10%	-3%	-4%	5%
11	CC(=O)Oc1cccc(/C=c2\sc3nc(-c4ccco4)nn3c2=O)c1	7	2	-3%	2	-8%	?	-2%	10%	?	0%	-11%
12	Cc1ccc(C(=O)NC2CC(=O)N(c3ccc4c(c3)OCCO4)C2)cc1[N+](=O)[O-] (stereo not given)	1	-5	-1%	.	2%	-13%	1%	.	.	-3%	-2%
13	O=C(Cn1ncc2c([nH]c3ccccc32)c1=O)NCCCN1CCN(c2ccccc2)CC1	18	37[activator]	1%	-1	-1%	-2%[9.26 µM]	0%	-8%	-1%	0%	2%&-2%
14	COc1ccc(-c2nc(CN3CCC(C(=O)NC4CC4)CC3)c(C)o2)cc1OC	2	6	24%	-3	2%	1%	0%	-5%	-5%	3%	0%
15	O=C(CSc1nnnn1-c1ccc2c(c1)OCCO2)Nc1nc2c(s1)CCCC2	-7	-2	0%	2	0%	-3%	23%	-6%	?	-4%	-7%
16	O=S1(=O)CCOCCN1Cc1ccc(Cl)cc1Cl	.	.	.	5	1%	-1%	-3%	-7%	-18%	2%	-4%
17	Cc1cc(OCc2cc(C(=O)N3CCC(Oc4cccnc4)CC3)no2)cc(C)c1Cl	-4	-6	-5%	.	0%	-12%	-1%	?	-28%	-2%	-2%
18	CSC1=NCCN1C(=O)c1ccc(S(=O)(=O)N2CCCC2)cc1	-4	5	-3%	8	-4%	-10%	-4%	-4%	8%	-4%	-5%
19	CCC(CC)c1nnc(NC(=O)c2cccc(S(=O)(=O)N3CCc4ccccc43)c2)s1	3	-1	3%	.	1%	-12%	1%	?	16µM*	10%	6%
20	CC(C)(C)c1ccc2c(c1)C(=O)c1ccccc1C2=O	.	-1	-12%	6	-3%	?	0.89µM*	-21%	43%	0.56µM*	1.3µM*

# 3 compounds out of the list, ordered by length of the SMILES, smallest number first:
entry	structure	KCNH2 3.1 block	Giardia killer	uPA generation	Coupling enz	Tb PFK inh	ELG1 genotox	NPC1 promoter act	VP16 counter	RORgamma inh	Rab9 prom act	FLuc modulator
16	O=S1(=O)CCOCCN1Cc1ccc(Cl)cc1Cl	.	.	.	5	1%	-1%	-3%	-7%	-18%	2%	-4%
5	CCOC(=O)C1CCN(C(=O)c2cccnc2Cl)CC1	-6	7	.	0	-2%	2%	-1%	2%	-1%	1%	6%
14	COc1ccc(-c2nc(CN3CCC(C(=O)NC4CC4)CC3)c(C)o2)cc1OC	2	6	24%	-3	2%	1%	0%	-5%	-5%	3%	0%

# Copied from the list.
# entry 2 in KCNH2 3.1 block = -1
# entry 19 in ELG1 genotox = -12%
# entry 16 in Tb PFK inh = 1%

# The listing continues:
entry	structure	KCNH2 3.1 block	Giardia killer	uPA generation	Coupling enz	Tb PFK inh	ELG1 genotox	NPC1 promoter act	VP16 counter	RORgamma inh	Rab9 prom act	FLuc modulator
21	CCOC(=O)C1CCN(C(=O)CN2C(=O)NC3(CCCCC3)C2=O)CC1	-8	27	-3%	.	-1%	1%	21%	.	.	3%	3%
22	COc1ccc(C2Nc3ccccc3C(=O)N2Cc2ccco2)cc1COc1ccccc1F (stereo not given)	-7	0	-7%	-2	0%	-3%	-1%	5%	-12%	-3%	6%
23	N#CC(C(=O)NC1CCCCC1)c1nc2ccccc2nc1N1CCN(c2ccc(F)cc2)CC1 (stereo not given)	.	.	.	2	-3%	-2%	-1%	9%	-1%	-3%	1%
24	COc1ccc(-c2nnc(SCc3cccc(C)c3)n2N)cc1	-12	-10	2%	0	2%	2%	1%	-1%	24%	-4%	4%
25	CC/C(CC(C)(C)c1ccccc1)=N\O	-6	2	0%	1	-6%	2%	1%	-3%[0.365 µM]	-33%	-5%	-2%
26	Cc1ccc(COc2coc(CO)cc2=O)cc1	-2	-17	-2%	1	0%	4%	?	18%	15%	?	-12%
27	CC1=C[C@H]2OC(=O)[C@@H](C)[C@H]2C[C@@H]2[C@H]1C[C@@H](O)[C@@]2(C)O	12	9	-2%	2	3%	3%	-1%	25%	2%	-2%	-16%
28	Cc1ccc(C(=O)N(CCC2=CCCCC2)c2c(N)n(Cc3ccccc3)c(=O)[nH]c2=O)o1	1	-1	-1%	.	0%	-31%[inhibitor]	7%	.	.	-1%	-1%
29	CC1CCN(C(=O)c2[nH]cnc2C(=O)NCc2ccc(CNC(=O)OC(C)(C)C)cc2)CC1	.	5	8%	.	3%	-6%	-1%	.	.	-8%	4%
30	C/C(=N\NC(=S)NC1CCCCC1)c1ccc(OC(F)F)cc1OC(F)F	-25	-2	3%	-12	2%	-12%	-9%	?	?	-6%	5%
31	COc1ccc(OC)c(NS(=O)(=O)c2c(C(=O)N3CCCCCC3)c(C)n(C)c2C)c1	7	11	-7%	-5	-2%	0%	0%	7%	-11%	-3%	0%
32	Cc1ccc(CN2CCNC(=O)C2CC(=O)NC2CCCCCC2)cc1 (stereo not given)	-21	-1	2%	.	-4%	6%	-3%	4%	13%	6%	4%
33	COc1ccc(N2CCN(C(=O)COC(=O)c3cc(S(=O)(=O)N(C)C)ccc3N3CCCC3)CC2)cc1	12	9	-5%	.	-4%	7%	-1%	.	.	0%	3%
34	Cc1ccc(CNC(=O)[C@@H](NC(=O)C2CCN(C(=O)[C@@H]3CCCN3)CC2)C(C)C)cc1	9	23	1%	-2	7%	2%	6%	-1%	2%	-11%	1%
35	CC(=O)Nc1ccc(S(=O)(=O)NCc2ccccn2)cc1	4	-19	20%	3	3%	1%	2%	-22%	4%	-4%	1%
36	CS(=O)(=O)NCCOc1ccc(S(=O)(=O)NCCOc2ccccc2)cc1	10	5	-1%	0	-3%	-13%	0%	4%	?	-1%	-1%
37	Cc1ccc(C(=O)N/C(=C\c2cn(C)c3ccccc23)C(=O)NCCN2CCOCC2)cc1	-10	-8	0%	.	-8%	0%	-6%	-5%	-23%	-2%	0%
38	O=C(NCCCc1ccccc1)C1CCN(S(=O)(=O)c2ccc(F)cc2)CC1	-6	16	-4%	.	-6%	-6%	3%	-11%	17%	0%	1%
39	Nc1cc(=O)[nH]c(SCC(=O)Nc2ccc(Cl)c(Cl)c2)n1	15	6	.	4	-19%	3%	-2%	-6%	21%	-11%	0%
40	Cc1ccccc1C(=O)NC1CCN(C(=O)Nc2ccc(F)cc2)CC1	11	32[activator]	-1%	-1	-2%	1%	-9%	2%	21%	-3%	0%

# This is a random part of the collection; 14% or so of the library scored in one or more.
